TRb-SRC2 inh: inhibitors of human thyroid hormone receptor beta-SRC2 interaction | TRbeta-SRC2 peptide binding, fluorescence polarization; receptor liganded with 1 µM T3 | Potency, µM (series often up to 106 µM), for the others: at the top dose activity change, negative = inhibition, usual class: inhibitors | 0.065% of 280,000 active | AID 1469;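 further: plate controls were bound peptide for no effect and peptide without receptor for full effect; nearly all actives have a fitted effect of over 50% in size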
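Read-out is fluorescence polarization (555 nm excitation, 632 nm emission) of a Texas Red SRC2 coactivator peptide; loss of signal reflects blocked binding to human TRb ligand-binding domain in the presence of 1 uM T3.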
RECQ1 helicase: RECQ1 (human) helicase inhibition | 0.54% of 240,000 active | AID 2549 | Potency, µM (doses to about 57.3 µM), without a hit: at the highest dose activity, negative = inhibition, hits mostly inhibitors | P46063 | RECQ1 DNA unwinding, red fluorescence kinetic read;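 further: plate controls were vehicle for no effect and no enzyme for full effect; nearly all actives have a fitted effect of over 30% in size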
Target sequence (P46063 whole entry, looked up): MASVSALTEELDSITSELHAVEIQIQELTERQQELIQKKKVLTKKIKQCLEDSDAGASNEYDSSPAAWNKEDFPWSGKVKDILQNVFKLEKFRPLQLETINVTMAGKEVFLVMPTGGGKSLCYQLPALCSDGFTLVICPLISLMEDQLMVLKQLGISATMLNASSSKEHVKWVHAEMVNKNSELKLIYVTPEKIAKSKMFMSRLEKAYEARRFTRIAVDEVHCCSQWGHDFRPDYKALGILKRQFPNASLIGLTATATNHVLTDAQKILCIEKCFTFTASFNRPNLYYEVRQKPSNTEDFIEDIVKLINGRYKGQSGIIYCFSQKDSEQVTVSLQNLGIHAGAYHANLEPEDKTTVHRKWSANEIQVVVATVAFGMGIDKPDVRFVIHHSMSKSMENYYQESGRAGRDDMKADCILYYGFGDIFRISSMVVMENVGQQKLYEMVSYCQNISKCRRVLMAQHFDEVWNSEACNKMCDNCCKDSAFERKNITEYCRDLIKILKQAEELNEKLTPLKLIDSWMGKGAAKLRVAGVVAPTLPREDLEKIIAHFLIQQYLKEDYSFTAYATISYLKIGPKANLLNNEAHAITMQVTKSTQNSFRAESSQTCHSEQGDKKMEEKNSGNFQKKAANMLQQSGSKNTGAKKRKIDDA
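RECQ1T1 50 nM; forked duplex (20 bp + 30-nt ss tails) 200 nM, ATP 2 mM final; pH 8.0, 2 mM MgCl2, 2.5 ug/ml poly(dI-dC); 15 min compound preincubation; discontinuous kinetic read over 2 h at RT.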
LMNA splice mod: changes lamin A minigene splicing in HeLa cells. HeLa LMNA splicing GFP/RFP minigene ratio, 48 h. Potency, µM (doses to about 46.1 µM), for the others: at the highest dose ratio change, negative = inhibition, hits mostly inhibitors. 0.01% of 200,000 active; active means well fitted inhibition curve with a large enough effect in the signal ratio, with a control signal flat, not every such curve was filed as active; inconclusive means small, poorly fitted or top-dose-only effect, or effect the other way, or a change in a side signal; the % refers to the signal ratio; further: on the % scale 0 is the no-effect control and ±100 the full control effect
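S3 HeLa cells stably expressing lamin A-EGFP splicing minigene plus DsRed2, 600 cells/well, 48 h compound exposure at 37C. Laser-scanning cytometry; analysed as GFP (500-530 nm)/RFP (575-640 nm) total intensity ratio; 0.5% DMSO vehicle.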
SMN2 splice enh: enhancers of SMN2 splice variant expression; HEK293 SMN2-luciferase splicing reporter, luminescence, 30-36 h; Potency, µM (titrated, usually from 46.1 µM), for inactives: at the highest dose activity change, positive = activation, most hits filed as activators; 2.8% of 210,000 active; further: % of control where 0% means no effect; nearly all actives have a fitted effect of over 55% in size
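HEK293 cells carry an SMN2 minigene-luciferase reporter in which exon 7 inclusion puts luciferase in frame. Cells were seeded at 2000 cells/well, attached for 10-12 hours, then exposed to compounds for 30-36 hours at 37C before ONE-Glo luminescence.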
JMJD2E inh: blocks human JMJD2E demethylase activity. B2RXH2. JMJD2E catalytic domain, FDH-coupled NADH fluorescence (FDH is formaldehyde dehydrogenase). Potency, µM (highest dose often 57.1 µM), without a hit: top-dose activity change, negative = inhibition, actives largely listed as inhibitors. 1.6% of 230,000 active; active means well fitted inhibition curve with a large enough effect, not every such curve was filed as active; inconclusive means small, poorly fitted or top-dose-only effect, or another doubt; inactive means no such curve, though single readings can be large or run the other way;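 further: 0% = wells with enzyme and -100% = buffer wells without enzyme; nearly all actives have a fitted effect of over 50% in size; many of its hits are not listed in these tables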
Target sequence (B2RXH2 1-337 limits assumed): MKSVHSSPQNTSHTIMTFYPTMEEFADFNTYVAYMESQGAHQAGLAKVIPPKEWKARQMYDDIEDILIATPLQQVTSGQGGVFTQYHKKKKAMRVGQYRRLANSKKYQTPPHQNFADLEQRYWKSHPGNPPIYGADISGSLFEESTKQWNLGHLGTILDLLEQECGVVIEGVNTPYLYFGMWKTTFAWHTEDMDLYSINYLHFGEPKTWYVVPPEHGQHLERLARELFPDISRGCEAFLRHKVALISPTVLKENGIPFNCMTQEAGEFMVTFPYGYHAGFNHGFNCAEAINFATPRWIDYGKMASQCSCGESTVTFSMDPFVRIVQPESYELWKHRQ
GoLoco inh red: blocks human Gai1 binding to RGS12 GoLoco peptide, red readout. P63096. Gai1:RGS12 GoLoco peptide FP, rhodamine, 10 min. Potency, µM (series often up to 61.6 µM), without a hit: at the top dose activity, negative = inhibition, usual class: inhibitors. 0.44% of 230,000 active; active means well fitted inhibition curve with a large enough effect, not every such curve was filed as active; inactive means no such curve, though single readings can be large or run the other way; further: on the % scale 0 is the no-effect control and ±100 the full control effect; nearly all actives have a fitted effect of over 30% in size; many of its hits are not listed in these tables
TexasRed fluor: counter-screen for TRb-SRC2 inhibitors: fluorescence interference; TRb/SRC2 Texas Red total fluorescence interference; Potency, µM (doses to about 106 µM), inactives show at the top dose fluorescence change, negative = quenching; 0.29% of 280,000 active; active means well fitted curve in either direction with a large enough effect; inconclusive means small, poorly fitted or top-dose-only effect; further: on the % scale 0 is the no-effect control and ±100 the full control effect
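Human TRβ ligand-binding domain (0.6 uM) and Texas Red SRC2 peptide (20 nM) in Tris buffer with 1 uM T3 and 5% DMSO were incubated with pinned compound for 5 hr at ambient temperature. Total fluorescence was computed as S + 2P (555/632 nm).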
ALDH1A1 inh: inhibitors of human aldehyde dehydrogenase 1A1; Purified ALDH1A1, NADH fluorescence, propionaldehyde substrate; 7.3% of 220,000 active; Potency, µM (top dose mostly 75.3 µM), for inactives: at the top dose activity, negative = inhibition, usual class: inhibitors; active means well fitted inhibition curve with a large enough effect, not every such curve was filed as active; inconclusive means small, poorly fitted or top-dose-only effect, or another doubt; inactive means no such curve, though single readings can be large or run the other way;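 further: plate controls were no enzyme wells and a reference inhibitor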
* hit, by the source's call; i = inactive; ? = inconclusive; . = not tested or not shown; & = joins results of further samples; [ ] = remark or other dose. Unless noted, the call rests on the fitted dose curve; in most records, active means well fitted curve in the direction sought with a large enough effect; inconclusive means small, poorly fitted or top-dose-only effect, or another doubt; inactive means no such curve, though single readings can be large; an effect the other way counts as inactive or inconclusive. Potency means the concentration at half of the fitted maximal effect.

SMILES | TRb-SRC2 inh | RECQ1 helicase | LMNA splice mod | SMN2 splice enh | JMJD2E inh | GoLoco inh red | TexasRed fluor | ALDH1A1 inh
OC(COCc1cccs1)CN1CCN(c2ccccn2)CC1 (stereo not drawn) | -13% | 7% | 5% | -1% | -9% | 4% | 0% | -2%
NC(=O)c1ccc([N+](=O)[O-])cc1 | -5% | -7% | . | 7% | . | 5% | -1% | 8%
C=CC(=O)N1C(=O)c2ccccc2S1(=O)=O | 2% | -5% | . | 11% | 0% | -4% | 0% | -8%
Cc1ccccc1OCC(=O)Nc1ccc2c(c1)n(C)c(=O)n2C | 0% | i | ? | 0% | 7% | -2% | 1% | 0%
CC(C)Oc1ccc(C(=O)NC2(C(F)(F)F)N=C3SCCN3C2=O)cc1 (stereo not drawn) | -13% | 13% | 1% | 2% | 9% | 1% | 0% | 5%
COCCN=c1scc(C)n1/N=C/C1CC2C=CC1C2 (stereo not drawn) | -2% | i | 8%[46 µM] | 4% | 1% | 8% | -1% | ?
O=C(NC1(C(F)(F)F)N=C(c2ccccc2)NC1=O)c1ccc(Cl)cc1Cl (stereo not drawn) | 5% | 0% | ? | -10% | ? | 2% | 0% | 5%
O=C(/C=C/c1cccc([N+](=O)[O-])c1)Nc1ccccc1N1CCOCC1 | -4% | -6% | -2% | -3% | 6% | 8% | 1% | ?
Cc1[nH]c2ccccc2c1C(=O)COC(=O)Cn1cnc2ccccc21 | -1% | -14% | -15% | . | 1% | . | 0% | ?
Cc1nn(C)cc1C1C2=C(CC(C)(C)CC2=O)OC2=C1C(=O)CC(C)(C)C2 | 0% | -8% | -10% | 11% | -1% | -10% | 2% | -9%
COc1cccc(C2CC(c3ccccc3Cl)Nc3nc(N)nn32)c1 (stereo not drawn) | 0% | 1% | -3% | ? | -9% | -5% | -2% | 8%
COc1ccc(C(=O)Nn2c(SCC(=O)c3ccccc3)nc3ccccc3c2=O)cc1 | 1% | -14% | -2% | -45%[inhibitor] | 9% | 8% | -2% | 3%
Cc1cc(Nc2ccc(Br)c(C)c2)n2nc(C)nc2n1 | -2% | -3% | ? | -3% | 2% | -9% | -1% | 0%
COCCn1c(SCC(N)=O)nc2c(c1=O)SC(C)C2 (stereo not drawn) | -2% | i | -15% | 4% | ? | 4% | -4% | ?
COCCn1c(=NC(=O)c2ccc(S(=O)(=O)N3CCc4ccccc4C3)cc2)sc2cc(OC)ccc21 | -2% | -2% | 2% | -20% | ? | 8% | 1% | ?
O=C1CC(C(=O)Nc2ccc(Br)cc2)S/C(=N\N=C\c2ccco2)N1 (stereo not drawn) | 2% | -5% | . | . | 7% | 10% | -1% | .
CC(=O)Nc1ccc(OCC(O)CN2CCN(c3cc(Cl)ccc3C)CC2)cc1 (stereo not drawn) | -2% | -19% | -7% | -10% | 9% | 1% | 1% | 6%
Cc1ccc(-n2nnnc2-c2cnc3ccc(Cl)cc3c2-c2ccccc2)cc1 | 5% | 0% | 9% | -6% | 4% | 1% | -1% | ?
CNC(=O)c1ccccc1NC(=O)C1CC(=O)N(c2ccc(OC)cc2)C1 (stereo not drawn) | -10% | i | . | 3% | 6% | 0% | 3% | -4%
COc1cc(/C=N/NC(=O)CC2(C)OCCO2)cc(Br)c1O | 2% | 9% | . | -1% | ? | -9% | -2% | ?
CC(C)CCOP(=O)(c1ccc(N(C)C)cc1)C(O)c1ccccc1F (stereo not drawn) | -9% | -5% | 21% | 4% | -6% | -6% | -1% | ?
CCOP(=O)(OCC)C(NC(=O)Nc1ccc(Cl)c(Cl)c1)c1ccccc1 (stereo not drawn) | -12% | 4% | ? | -24% | -3% | 11% | 1% | 2%
c1coc(-c2nnc3sc(Cc4cccs4)nn23)c1 | -5% | ? | -16% | 20% | 2% | 58%[activator] | -18% | 20µM*
O=C1OCCN1/N=C\c1ccc([N+](=O)[O-])o1 | -3%[53 µM] | i | ? | -6%[20.6 µM] | -25%[25.5 µM] | -2%[21.6 µM] | -8%[53 µM] | -6%[20.9 µM]
C=C(C)C1Cc2c(C)nn(-c3cccc4cccnc34)c2C1 (stereo not drawn) | 1% | -16% | . | . | -11% | 17% | -4% | .
O=S1(=O)Cc2cc3ccccc3cc2C1 | 1% | -5% | -7%[46 µM] | . | -4% | 7% | 0% | 8%
Cc1cc(C)[n+](-c2ccc(F)cc2)c2[nH]c(=O)[nH]c(=O)c12 | -2% | -6% | -8% | 16% | ? | 20% | -2% | ?
CC(C)Cc1cc(C(=O)N2N=C(C(F)F)CC2(O)C(F)F)c2ccccc2n1 (stereo not drawn) | -9% | -7% | 13% | -17% | -1% | 7% | -2% | 6%
NC(=O)[C@@H]1CCCNc2c(I)cc([N+](=O)[O-])cc2C(=O)N[C@@H](Cc2ccccc2)C(=O)N[C@@H](Cc2cnc[nH]2)C(=O)N1 | 7% | -7% | -2% | -1% | 10% | -8% | -2% | -2%
COc1ccc(NC(C)=O)cc1NC(=O)CSc1nnc(-c2ccccc2)n1N | -12% | 0% | 5% | -9% | 4% | -1% | -2% | 9%

An excerpt from above, showing only SMN2 splice enh.
SMILES	SMN2 splice enh
CC(=O)Nc1ccc(OCC(O)CN2CCN(c3cc(Cl)ccc3C)CC2)cc1 (stereo not drawn)	-10%
CC(C)Cc1cc(C(=O)N2N=C(C(F)F)CC2(O)C(F)F)c2ccccc2n1 (stereo not drawn)	-17%

Next compounds
SMILES | TRb-SRC2 inh | RECQ1 helicase | LMNA splice mod | SMN2 splice enh | JMJD2E inh | GoLoco inh red | TexasRed fluor | ALDH1A1 inh
CCCc1cc(=O)n2[nH]c(NCc3ccccc3Cl)nc2n1 | -9% | -1% | ? | -5% | -11% | -3% | 0% | -4%
CC(C)(C)OC(=O)N[C@@H](Cc1ccccc1)c1nnc(SCC(=O)O)o1 | 6% | 0% | 10% | -13% | 6% | 8% | 1% | 1%
CC(C)(C)N=Cc1cc(-c2ccccc2)sc1O | -3% | -4% | 22% | 22% | 9% | -13% | -2% | 1%
Cc1ccc(S(=O)(=O)N2CCN(C(=O)Cc3ccccc3)CC2)cc1 | 2% | -3% | 7% | -13% | 14% | 0% | 0% | -5%
O=S(=O)(Nc1cccc(CCc2ccccn2)c1)c1ccc2ccccc2c1 | -7% | 1% | -4% | -49%[inhibitor] | 3% | 4% | -4% | 2%
COCCNC(=O)c1onc(CSc2ccc(C(C)C)cc2)c1C(=O)O | -3% | i | 3%[0.0737 µM] | -14% | 8% | 13% | 1% | 0%
COCCNS(=O)(=O)c1ccc(C2CNC(=O)C2)cc1 (stereo not drawn) | 3% | -6% | -1% | -12% | 0% | 6% | -1% | 7%
CC1=C(C(=O)Nc2ccccc2)C(c2ccc(Cl)cc2)n2c(s/c(=C/c3cccc(OCC(=O)O)c3)c2=O)=N1 (stereo not drawn) | -8% | 4% | . | 1% | -2% | 41%[activator] | -6% | -3%
CCN(CC)S(=O)(=O)c1ccc(N2CCOCC2)c(NC(=O)C2CCCC2)c1 | -9% | -1% | -4% | -9%[1.84 µM] | 6% | -22% | -2% | -7%
CC(C)(C)n1nnc(CCc2nnn(C(C)(C)C)n2)n1 | -1% | -4% | 8% | 5% | 1% | 2% | -4% | 5%
O=C(c1cccn2c(=O)c3ccccc3nc12)N1CCN(c2ccccn2)CC1 | -1% | 0% | -11% | -1% | -2% | 2% | -3% | -6%
Cc1nc(NC(=S)NC(=O)COc2ccc(Cl)cc2)ccc1Br | -18% | 0% | -18% | -4% | 5% | 11% | 1% | 14%
Cc1ccc(N(C(=O)C2CCCC2)C2C=CS(=O)(=O)C2)cc1C (stereo not drawn) | -5% | -6% | 5% | -21% | 9% | -2% | -8% | -6%
C=CCn1c(-c2ccccc2)nc(=S)c2c1CCCC2 | 1% | -3% | . | . | -3% | 3% | -2% | .
Cc1cc2c(ncn2Cc2ccccc2)c(N)c1C | 0% | 0% | ? | 4% | -3% | -8% | -4% | 3%
COCCN(C(=S)Nc1cccc(Cl)c1C)C(C)c1ccco1 (stereo not drawn) | 8% | i | . | . | -16% | 5% | -1% | .
O=C(CSc1nncc(=O)[nH]1)NCc1ccccc1 | -12% | i | 4%[46 µM] | . | -2% | 3% | -1% | -4%
CCc1ccccc1NC(=O)c1ccc(NS(C)(=O)=O)cc1 | -1% | i | . | -1% | -22% | 18% | -2% | -8%
CCc1ccc2nc(N3CCN(C)CC3)c(C#N)cc2c1 | 2% | -2% | -1% | -18% | ? | 6% | 0% | ?
Cc1ccc(NC(=O)Cn2cc(S(=O)(=O)c3ccc(F)cc3)c(=O)c3cc(F)ccc32)cc1 | -1% | -8% | ? | -11% | 3% | 4% | -5% | ?
O=C(C/C=N\OCc1ccc([N+](=O)[O-])cc1)Nc1ccc(Br)cc1 | -1% | i | 7%[46 µM] | 7% | 0% | 11% | -5% | ?
Cc1cc(C(=O)N/N=C/c2cccc(Cl)c2Cl)no1 | 4% | 1% | 11% | 20% | 2% | 0% | -1% | 14%
CC(=O)N1N=C(c2ccc(Cl)cc2)OC1c1ccc(C(C)C)cc1 (stereo not drawn) | . | -20% | 1% | 19% | ? | -9% | . | ?
O=C(Cn1cnc2ccccc21)NC(c1ccccc1)c1ccccc1 | -1% | -9% | 5% | -3% | 3% | -2% | 0% | 4%
COc1ccccc1CNC(=O)CCC(=O)Nc1nnc(C(C)C)s1 | -1% | -16% | 0% | -5% | 5% | -18% | 0% | -12%
CCCCCCCCCCCCC(O)C(=O)O (stereo not drawn) | -12%&-5% | -8% | . | -5%&-9% | 1% | -1%&6% | -2%&-1% | 6%&-7%
CCOC(=O)N1CCC(NC(=O)c2ccc3c(Cl)c4c(nc3c2)CCCC4)CC1 | 2% | -2% | ? | -22% | -4% | -7% | -3% | ?
COc1ccc(NCC(=O)N/N=C/C(C)c2ccccc2)cc1 (stereo not drawn) | -2% | -5% | -4%[46 µM] | 11% | -3% | 3% | -1% | ?

Screens as filed in PubChem BioAssay.

An excerpt. The share of hits here may be higher or lower than overall.
